Screening data deposited in PubChem by Sanford-Burnham Center for Chemical Genomics.
Apaf1 inhib: human Apaf-1 inhibition. O14727. 0.71% of 330,000 active. inhibition, % at 20 µM. reconstituted apoptosome caspase-3 activity, DEVD-Rh110 fluorescence; active = inhibition of at least 40% at 20 µM;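 also: plate controls were DMSO wells for no effect and DEVD-CHO caspase inhibitor wells for full effect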
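Assay system – apoptosome proteins · Medium – Hepes buffer, pH 7.5 · Also added – cytochrome c with DEVD-Rh110 · Timing – 30 min compound preincubation, 50 min activation, room temperature · Detection – Rh110 fluorescence, excitation 480 nm, emission 540 nm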
PfG6PD inh: PfG6PD (Plasmodium falciparum) enzyme inhibition | inhibition, % at 20 µM | AID 504690 | 0.78% of 350,000 active | PfGluPho enzyme, NADPH resazurin-diaphorase fluorescence;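 active = inhibition reaching at least a set limit at 20 µM in the primary screen, cut at about 59% in these data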;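 also: 0% = DMSO wells with substrate and 100% = DMSO wells lacking glucose-6-phosphate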
SENP8 block-1: blocks the human protease SENP8; 1.2% of 330,000 active; purified SENP8, Z-RLRGG-aminoluciferin cleavage, luminescence; AID 2540; inhibition, % at 10 µM; in the data active = inhibition above about 50%
Target sequence (Q96LD8 whole entry, looked up): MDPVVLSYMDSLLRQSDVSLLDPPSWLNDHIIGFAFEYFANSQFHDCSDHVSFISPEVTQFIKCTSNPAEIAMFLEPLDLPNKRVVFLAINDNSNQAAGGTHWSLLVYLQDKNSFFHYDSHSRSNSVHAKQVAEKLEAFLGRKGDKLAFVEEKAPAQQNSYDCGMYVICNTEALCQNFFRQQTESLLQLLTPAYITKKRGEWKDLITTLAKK
SENP1 FRET inh: SENP1 (human) catalytic domain inhibition. recombinant SENP1 catalytic domain, CyPet-SUMO1-YPet FRET cleavage. 0.21% of 360,000 active. Q9P0U3. inhibition, % at 10 µM. AID 624204;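 active = inhibition at least 30% at 10 µM, raw YFP signal under a set limit, fluorescence ratio 0.5 to 1.5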;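 also: 0% = enzyme with DMSO and 100% = no enzyme wells; some results filed as inactive read as strong as hits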
Target sequence (Q9P0U3 419-644 limits assumed): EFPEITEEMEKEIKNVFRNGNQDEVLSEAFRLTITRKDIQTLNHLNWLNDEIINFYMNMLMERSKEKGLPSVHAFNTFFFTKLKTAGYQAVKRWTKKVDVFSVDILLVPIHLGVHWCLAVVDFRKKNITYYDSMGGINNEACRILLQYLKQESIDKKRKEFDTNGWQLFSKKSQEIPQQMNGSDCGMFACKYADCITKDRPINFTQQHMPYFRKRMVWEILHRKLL
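system = hSENP1 catalytic domain, recombinant | reagent = SFCypet-SUMO1-SFYpet substrate at 25 nM | doses = one dose per compound, 10 µM, 0.5% DMSO | incubation = enzyme reaction for 50 min at room temperature, dark | measured by = FRET, CFP and YFP emission | controls = no-enzyme low, enzyme-DMSO high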
SENP7 inh: blocks the human protease SENP7; AID 434973; recombinant SENP7, Z-RLRGG-aminoluciferin luminescence, 40 min; inhibition, % at 5 µM; 1.5% of 330,000 active; Q9BQF6;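 active = inhibition above about 50% at the single test dose, limit read from the data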;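 also: plate controls were DMSO with enzyme for no effect and no enzyme buffer wells for full effect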
SENP8 block-2: blocks human SENP8 cleavage of Nedd8 substrate; Q96LD8; recombinant SENP8, Nedd8 substrate fluorescence; inhibition, % at 20 µM; 0.64% of 360,000 active; AID 602440; in the data active = inhibition mostly above about 40%, no sharp cut-off; inactive = mostly below about 27%
SENP6 block: blocks the human protease SENP6 | Q9GZR1 | Recombinant SENP6 catalytic domain, aminoluciferin luminescence | inhibition, % at 10 µM | 1.8% of 330,000 active;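 active = inhibition above about 50% at the single tested dose, limit read from the data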;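 also: plate controls were DMSO wells with enzyme for no effect and DMSO wells lacking enzyme for full effect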
Target sequence (Q9GZR1 628-1112 limits assumed): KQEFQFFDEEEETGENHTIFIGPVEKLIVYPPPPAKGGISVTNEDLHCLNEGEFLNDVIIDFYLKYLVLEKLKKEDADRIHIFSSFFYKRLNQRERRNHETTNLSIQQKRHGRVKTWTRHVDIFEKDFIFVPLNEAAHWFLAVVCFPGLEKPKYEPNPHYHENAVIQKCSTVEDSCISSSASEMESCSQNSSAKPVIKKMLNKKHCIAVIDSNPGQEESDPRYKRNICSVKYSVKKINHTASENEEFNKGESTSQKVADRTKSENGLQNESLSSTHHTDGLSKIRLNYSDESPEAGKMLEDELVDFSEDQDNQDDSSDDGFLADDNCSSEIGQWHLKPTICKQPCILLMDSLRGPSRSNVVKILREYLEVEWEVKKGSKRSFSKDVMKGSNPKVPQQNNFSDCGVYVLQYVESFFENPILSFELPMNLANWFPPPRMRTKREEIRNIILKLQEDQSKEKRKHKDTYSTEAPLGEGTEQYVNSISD
HKDC1 inhibitor: inhibitors of human hexokinase HKDC1; Q2TB90; recombinant HKDC1, G6PDH/diaphorase resazurin coupled fluorescence; inhibition, % at 20 µM; 0.16% of 340,000 active; AID 493160;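 active = inhibition above about 35% when tested at 20 µM, limit read from the data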;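 also: plate controls were DMSO wells with enzyme for no effect and DMSO wells lacking enzyme for full effect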
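Material: recombinant HKDC1 hexokinase; Amount: HKDC1 at 5 µg/mL; Medium: Tris pH 8.0 buffer with MgCl2, Tween-20, BSA, BME; Schedule: 90 min reaction incubation at room temperature, dark; Technique: coupled resazurin fluorescence, excitation 525 nm, emission 613 nm.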
The depositor's hits bear a star; . = not tested or not shown; & = joins results of further samples.

SMILES	Apaf1 inhib	PfG6PD inh	SENP8 block-1	SENP1 FRET inh	SENP7 inh	SENP8 block-2	SENP6 block	HKDC1 inhibitor
CC(=O)C1=C(C)N(Cc2ccccc2)C(=O)N[C@H]1c1cccc(F)c1	10	-9	-7	-1	1	16	-4	2
O=C(CSc1nnc2c(n1)[nH]c1ccccc12)N1CCCCC1	3	-11	-10	1	-8	1	-5	3
CC(C)N(C(=O)COC(=O)c1ccccc1C(=O)c1ccc(Cl)c([N+](=O)[O-])c1)C(C)C	15	15	-10	1	-5	9	-8	-2
O=C(CCN1C(=O)COc2ccccc21)NCCN1CCN(c2ccccc2F)CC1	-16	4	-11	1	11	12	-9	-9
CC1(C)Cc2c(cnn2-c2ccc(F)cc2)C(NC(=O)CCC(F)(F)F)C1 (stereo not drawn)	1	-7	1	-1	-7	17	-6	-2
COc1ccc(/C=C(\NC(=O)c2ccccc2)C(=O)N2CCC(C)CC2)cc1	1	8	5	-1	-7	3	-4	7
CC1CCCC(C)N1C(=O)CSc1nnc(COc2ccc(F)cc2)o1 (stereo not drawn)	5	1	4	0	-2	-1	-6	0
CCN(C(=S)Nc1ccccc1F)C1CCCCC1	-3	8	0	3	7	2	7	-9
O=C(Cc1ccccc1)Nc1ccc(Cl)cn1	-2	-15	6	1	-3	8	6	-5
O=C(CCN1C(=O)COc2ccccc21)NCCN1CCN(c2cccc(Cl)c2)CC1	-6	-9	2	3	2	14	1	-9
O=C(C1CC1)N1CCN(C(c2ccccc2)c2ccccc2)CC1	4	-4	2	1	11	7	3	-5
COc1ccccc1N1CCN(S(=O)(=O)c2ccc3nc(-c4ccccc4)[nH]c3c2)CC1	0	5	-1	1	1	13	-7	-3
Cc1ccc(NC(=O)c2c(F)cccc2Cl)cc1S(=O)(=O)N1CCOCC1	-12	-2	10	3	2	-1	-6	-2
CCNc1c(NS(=O)(=O)c2ccc(OC)c(Cl)c2)c(=O)oc2ccccc12	-2	5	8	1	11	-1	-8	-2
Cc1cc(C(=O)Nc2ccc(Cl)cc2)c2ccccc2n1	8	1	-9	1	8	8	-2	1
COc1ccccc1CNC(=O)COC(=O)c1cccnc1SCC(=O)NCc1ccccc1OC	16	-2	-8	-1	-2	-7	-17	-4
Cc1oc2ccc(OCc3ccc(Br)cc3)cc2c1C(=O)O	4	49	10	-2	-4	11	68*	3
CCOC(=O)c1c(NC(=O)C2C3C=CC(CC3)C2C(=O)O)sc(C)c1CC (stereo not drawn)	6	-36	6	2	6	-179	10	9
COCCN1C(=O)c2[nH]nc(-c3ccccc3O)c2C1c1ccc(OC)cc1 (stereo not drawn)	-5	-9	-7	2	-5	-5	5	6
CN(C)c1nc(C(=O)Nc2ccccc2)nc(N(C)C)n1	-8	0	4	0	0	25	12	-3
Cc1ccc(C(=O)NNC(=O)c2cc(C)nc3ccccc23)cc1	3	6	-2	-3	1	-1	2	5
CSc1cccc(NC(=O)c2c(Cl)cnn2C)c1	-12	8	6	1	4	14	4	-5
O=S(=O)(NNc1nccc(C(F)(F)F)n1)c1cccc(Cl)c1Cl	10	57	0	-11	-5	13	-8	-1
C=CCN1C2CCCC1CC(NC(=O)Nc1cc(C)cc(C)c1)C2 (stereo not drawn)	4	4	-5	1	-10	9	-13	-12

Rewritten with two lines to a compound: part of the list above
Value order: Apaf1 inhib	PfG6PD inh	SENP8 block-1	SENP1 FRET inh	SENP7 inh	SENP8 block-2	SENP6 block	HKDC1 inhibitor
> O=C(C1CC1)N1CCN(C(c2ccccc2)c2ccccc2)CC1
 : 4	-4	2	1	11	7	3	-5
> COc1ccccc1N1CCN(S(=O)(=O)c2ccc3nc(-c4ccccc4)[nH]c3c2)CC1
 : 0	5	-1	1	1	13	-7	-3
> Cc1ccc(NC(=O)c2c(F)cccc2Cl)cc1S(=O)(=O)N1CCOCC1
 : -12	-2	10	3	2	-1	-6	-2
> CCNc1c(NS(=O)(=O)c2ccc(OC)c(Cl)c2)c(=O)oc2ccccc12
 : -2	5	8	1	11	-1	-8	-2
> Cc1cc(C(=O)Nc2ccc(Cl)cc2)c2ccccc2n1
 : 8	1	-9	1	8	8	-2	1
> COc1ccccc1CNC(=O)COC(=O)c1cccnc1SCC(=O)NCc1ccccc1OC
 : 16	-2	-8	-1	-2	-7	-17	-4
> Cc1oc2ccc(OCc3ccc(Br)cc3)cc2c1C(=O)O
 : 4	49	10	-2	-4	11	68*	3
> CCOC(=O)c1c(NC(=O)C2C3C=CC(CC3)C2C(=O)O)sc(C)c1CC (stereo not drawn)
 : 6	-36	6	2	6	-179	10	9
> COCCN1C(=O)c2[nH]nc(-c3ccccc3O)c2C1c1ccc(OC)cc1 (stereo not drawn)
 : -5	-9	-7	2	-5	-5	5	6
> CN(C)c1nc(C(=O)Nc2ccccc2)nc(N(C)C)n1
 : -8	0	4	0	0	25	12	-3
> Cc1ccc(C(=O)NNC(=O)c2cc(C)nc3ccccc23)cc1
 : 3	6	-2	-3	1	-1	2	5
> CSc1cccc(NC(=O)c2c(Cl)cnn2C)c1
 : -12	8	6	1	4	14	4	-5
> O=S(=O)(NNc1nccc(C(F)(F)F)n1)c1cccc(Cl)c1Cl
 : 10	57	0	-11	-5	13	-8	-1

The list continues.
SMILES	Apaf1 inhib	PfG6PD inh	SENP8 block-1	SENP1 FRET inh	SENP7 inh	SENP8 block-2	SENP6 block	HKDC1 inhibitor
Cc1nc2cc(-c3cccc(F)c3)nn2c(C)c1CCC(=O)NC(C)c1ccc2c(c1)OCCO2 (stereo not drawn)	12	8	-14	-1	-11	-382	-6	-1
CC(C)c1ccc(OCC(O)CN2CCN(c3ccccc3)CC2)cc1 (stereo not drawn)	11	6&1	2	-1&1	-4	8&27	0	3&8
COc1ccc(-c2noc(CCCC(=O)NC3CCCCC3)n2)cc1OC	4	-5	5	-1	-3	7	-2	-4
Cc1ccc(S(=O)(=O)N(C)CC(=O)NNC(=O)Cc2cccc(F)c2)cc1	-6	-4	3	2	12	2	-9	-2
COc1ccc(-c2cccc(CCC(=O)N3CCN(c4cc(C)ccc4C)CC3)c2)cc1	21	15	.	0	2	9	.	11
COCCCNS(=O)(=O)c1ccc2c(c1)OCCO2	5	5	-6	1	3	13	10	-1
NC(=O)CN1N=C(c2cc(Cl)sc2Cl)CSC1=O	11	2	0	0	1	19	3	1
Cc1cc(NC(=O)/C=C/c2cccc(Cl)c2)n(-c2nc3ccccc3[nH]2)n1	11	-19	-4	1	5	7	1	-13
O=c1nc2ccccc2c2n1CC(CN1CCN(Cc3ccccc3)CC1)N2 (stereo not drawn)	-4	16	-8	-1	0	21	-18	-7
CSc1ccccc1C(=O)Nc1ccc2c(c1)OCO2	-13	-14	-9	-1	3	-1	-8	-3
Cn1c(=O)c2c(nc(SCCN3CCOCC3)n2C)n(C)c1=O	-9	-5	-6	-2	-14	4	-24	-7
O=C1Nc2ccccc2N(O)N1c1cc(-c2cccc(Cl)c2)no1	-88	-33	58*	3	60*	12	39	2
COc1cccc(NC(=S)N(CCCN2CCOCC2)Cc2cn(C)c3ccccc23)c1	14	-7	7	1	-2	16	1	13
O=C1Cc2cc(NS(=O)(=O)c3ccc(F)cc3)cc3c2N1CCC3	2	3	-3	1	-1	2	5	-4
O=C(c1ccc2c(=O)n3c(nc2c1)CCCCC3)N1CCN(c2cccc(Cl)c2)CC1	18	8	2	-2	4	16	-4	2
COc1ccc(C(=O)NNC(=O)CSc2nnc(C)n2C)cc1	3	13	-1	0	-6	7	-22	-9
CSc1nc2sc3c(c2c(=O)[nH]1)CCCC3	-7	-6	-5	1	-2	-41	-4	8
Cc1ccc(NC2=CC(=O)CC(C)(C)C2)cc1F	1	5	2	-1	3	13	4	-1
Cc1nn(C(C)C(=O)O)c(=O)c2c1sc1ccccc12 (stereo not drawn)	-7	-7	-8	1	-5	-8	-13	-3
O=C(CCc1nnc2n(CCc3ccccc3)c(=O)c3ccccc3n12)NCCCN1CCCCC1	1	-26	1	3	3	3	-22	-2
Cc1ccc(NC(=O)COc2ccc(-n3ccnc3)cc2)cc1Cl	24	-1	-9	-1	14	24	-27	4
O=C(CSc1nccc(=O)[nH]1)NC1CCCCCCC1	-6	-3	1	-1	-1	2	9	0
Cc1cc(S(=O)(=O)NCCCN2CCOCC2)c(Cl)cc1Cl	-2	-15	-2	2	-3	14	-18	-3
COc1ccc(NC(=O)c2oc3ccccc3c2NC(=O)c2ccco2)c(OC)c1	-12	6	1	1	4	-51	4	4
Cc1ccc(S(=O)(=O)CCN2CCN(c3ccccn3)CC2)cc1	-14	-7	3	2	1	5	-6	-6
S=C(Sc1ccc(Cl)cc1)Sc1ccc(Cl)cc1	8	.	6	.	4	.	0	.
COc1ccc(-c2c(C#N)c(N)nc3sc(C(=O)c4ccccc4)c(N)c23)cc1	.	15	.	-29	.	-182	.	-9
O=C(CSc1cc(Cl)ccc1Cl)NC1CCCc2ccccc21 (stereo not drawn)	4	-10	-3	1	-6	23	-13	9
CCCOc1cccc(C(=O)NC(=S)Nc2ccccc2)c1	10	8	11	2	17	1	35	-6
Cc1ccc(-n2cnc3cc(NCc4cccs4)ccc32)cc1	10	27	-5	-11	2	-203	-2	1
Cc1sc(NC(=O)CSc2nc(O)cc(=O)[nH]2)nc1-c1ccccc1	9	-26	10	-1	6	3	18	0
O=C(CCS(=O)(=O)c1ccc2c(c1)NC(=O)CS2)NCCc1ccc(Cl)cc1	-9	17	-2	5	2	1	1	-1
CCc1nc2nc(C)c(NS(=O)(=O)c3ccc4c(c3)CCCC4)c(=O)n2[nH]1	-1	-14	5	2	-1	-3	-17	-1
COc1cc(Cl)c(C)cc1NC(=O)c1ccc2c(c1)OCO2	8	14	-10	2	4	5	0	-3
COc1ccc(CCNC(=O)CSc2nc(N)c3c(C)c(C)oc3n2)cc1OC	-11	-15	2	-1	-5	13	-11	-8
COc1cc(/C=C(/NC(=O)c2ccccc2)C(=O)N2CCOCC2)c([N+](=O)[O-])cc1OC	1	2	2	5	2	9	13	4
CC(=O)c1c(C)nc(-c2ccc(OCC(=O)Nc3ccc(F)cc3)cc2)n1O	-8	8	-5	0	-8	6	-10	-7
CC1CCN(CCOc2ccc(Cl)c(Cl)c2)CC1	3	-4	-15	-2	-7	38	-11	-6
CC(C)(C)[C@H]1C=C(C(=O)NC2CC2)O[C@@H](OCc2ccc(CO)cc2)C1	0	1	6	1	1	14	7	1
COc1cc(Cl)cc(C#N)c1OCC(=O)O	-28	-4	-1	-1	1	9	-3	-1
CC(=O)c1ccc(NC(=O)[C@@H]2CCCN2C(=O)OC(C)(C)C)cc1	-1	-7	2	-2	4	11	-25	-2

Compounds as they come; overall some 3.6% were active at least once.
